Assay outcomes as filed in PubChem BioAssay.
CHT allo act: allosteric activators of human choline transporter CHT; CHT-expressing cells, membrane potential dye, choline EC20; stronger effect = higher value; LV-AA mutant CHT in HEK293 cells; AID 488977; actives 0.49% (n = 310,000); Q9GZV3; B-score at 10 µM;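 active = initial fluorescence not abnormally high and integrated response B-score, plate-corrected, over 3 SD above library mean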
Target sequence (Q9GZV3 whole entry, looked up): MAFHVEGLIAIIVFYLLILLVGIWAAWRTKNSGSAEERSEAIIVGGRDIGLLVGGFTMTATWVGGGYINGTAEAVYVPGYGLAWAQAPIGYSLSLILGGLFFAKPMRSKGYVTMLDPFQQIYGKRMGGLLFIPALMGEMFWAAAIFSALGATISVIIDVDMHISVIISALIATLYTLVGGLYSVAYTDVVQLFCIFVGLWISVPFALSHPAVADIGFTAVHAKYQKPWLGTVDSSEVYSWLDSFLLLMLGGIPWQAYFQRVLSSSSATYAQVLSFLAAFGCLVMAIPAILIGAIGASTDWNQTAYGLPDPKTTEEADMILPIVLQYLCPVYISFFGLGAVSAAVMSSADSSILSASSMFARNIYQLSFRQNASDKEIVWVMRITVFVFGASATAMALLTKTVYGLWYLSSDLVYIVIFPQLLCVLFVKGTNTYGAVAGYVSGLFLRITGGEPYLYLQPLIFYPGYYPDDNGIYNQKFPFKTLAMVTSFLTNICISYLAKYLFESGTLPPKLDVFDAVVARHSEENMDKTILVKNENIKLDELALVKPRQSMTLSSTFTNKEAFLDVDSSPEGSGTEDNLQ
OX1R antag: human HCRTR1 antagonism; O43613; CHO/OX1R cells, Fluo-8 calcium fluorescence, orexin A; inhibition, % at 5 µM; actives 0.43% (n = 330,000); AID 434989;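 active = inhibition above its plate's threshold, mean inhibition of all tested compounds on the plate plus 3 SD, cut at about 37% in these data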;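 note: 0% = orexin A challenge wells and 100% = SB-334867-A antagonist wells; not every result past the cut was called active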
Target sequence (O43613 whole entry, looked up): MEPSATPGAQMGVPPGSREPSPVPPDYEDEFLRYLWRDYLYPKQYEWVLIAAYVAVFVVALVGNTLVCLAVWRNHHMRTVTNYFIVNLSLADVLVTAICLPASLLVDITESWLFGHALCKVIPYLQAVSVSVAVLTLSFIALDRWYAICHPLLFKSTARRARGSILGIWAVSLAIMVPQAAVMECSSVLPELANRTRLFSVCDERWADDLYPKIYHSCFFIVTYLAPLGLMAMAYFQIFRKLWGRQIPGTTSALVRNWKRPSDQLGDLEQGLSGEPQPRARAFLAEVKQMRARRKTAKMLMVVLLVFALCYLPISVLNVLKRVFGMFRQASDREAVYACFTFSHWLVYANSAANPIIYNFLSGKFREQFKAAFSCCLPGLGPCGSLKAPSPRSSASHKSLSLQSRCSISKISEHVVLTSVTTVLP
Numbers without * were called inactive; i = inactive; . = no result given.

The line under a structure holds: CHT allo act | OX1R antag
CCOc1ccc(NC(=O)COc2ccc(C(=O)NCCc3ccccc3)cc2)cc1
 : i | -0.2
O=C(CCc1nc2ccccc2s1)NC1CCOC1=O (stereo not given)
 : i | -6.9
O=C(NC(C(=O)N/N=C/c1ccncc1)c1n[nH]c(=O)c2ccccc12)c1ccccc1 (stereo not given)
 : i | -2.4
Cc1ccc(OCC(=O)N/N=C\c2ccco2)c(C)c1
 : i | -23.3
CC(=O)c1ccc(OCC(=O)N2CCCC2c2ccc3c(c2)OCCCO3)cc1 (stereo not given)
 : . | -16.4
Cc1ccc2c(c1)/C(=C/c1ccco1)C(=O)N2
 : i | -1.1
COc1ccc(-c2nn(-c3ccccc3)cc2C(=O)n2nnc3ccccc32)cc1
 : i | -4.4
O=C(CCn1cccc1)Nc1ccc(F)cc1
 : i | -27.4
CC(C)(C)NS(=O)(=O)c1ccc(CCC(=O)NCc2ccccn2)cc1
 : i | -6.2
CN1CCc2nc(SCc3ccc(Cl)cc3)c(C#N)c(-c3cccs3)c2C1
 : i | 21.1
CC(C)(C)C(=O)NC(=S)Nc1ccc(F)cc1
 : i | -3.3
O=C(O)C1CSC2c3ccccc3C(=O)N12 (stereo not given)
 : i | 14.6
Cc1cc(C)c(NC(=O)C2CC3CCC2C3)c(C)c1 (stereo not given)
 : i | -14.8
CCCc1cc(=O)oc2c(C)c(OC(C)C(=O)NCc3ccccn3)ccc12 (stereo not given)
 : i | -14.5
Cc1ccc(NC(=O)c2cnn(-c3ccccc3)c2C)cc1C
 : i | -9.6
CC(=O)N/C(=C\c1ccccc1)C(=O)NC(C)C(=O)O (stereo not given)
 : i | 9.5
COc1cc(NC(=O)CCNC(=O)Cn2cnc3sc4c(c3c2=O)CCCC4)cc(OC)c1OC
 : i | -12.8
C/C=C(/C)C(=O)Nc1cccc(C2=NOC3(C2)C[C@@H](C(N)=O)N(C(=O)CC(c2ccccc2)c2ccccc2)C3)c1 (stereo not given in full)
 : i | -10.5
c1ccc2cc(CCCc3cc4ccccc4cn3)ncc2c1
 : . | -36.4
CCS(=O)(=O)Nc1ccc(C(=O)OC)cc1
 : i | -5.0
COc1ccc(-c2nnc(N3CCOCC3)c3ccccc23)cc1
 : i | -16.0
O=C(O)c1ccc(CSc2nc3ccc(NC(=O)c4ccccc4C(=O)O)cc3s2)cc1
 : i | -11.6
CC(C)C(OC(=O)c1nsc(Cl)c1Cl)C(=O)NC(C)(C)C (stereo not given)
 : i | -21.5
O=C(Cc1n[nH]c(=O)c2ccccc12)OCC(=O)c1ccc2c(c1)OCCO2
 : i | -18.8
O=C(Nc1ccc(F)c(Cl)c1)c1cc(-c2ccco2)on1
 : i | 2.9
CCCOc1ccc(CSc2nc3ccccc3[nH]2)cc1
 : i | 18.1
Cc1ccc2oc(=O)n(CC(=O)N3CCOCC3)c2c1
 : i | 11.8
COc1ccc(-n2c(C)c(C)c3c(NCCO)ncnc32)cc1
 : i | .
O=C(Nc1cc(C(F)(F)F)ccc1N1CCOCC1)c1cccs1
 : i | -16.3
COc1ccc(-c2c[n+](CC(=O)c3ccccc3)c3n2CCCCC3)cc1
 : i | -5.3
COC(=O)c1ccc(NC(=S)NCC2CC2)cc1
 : i | 5.2
CC(C)c1ccc2[nH]c(O)c(N=NC(=O)c3cccc(S(=O)(=O)Nc4ccccc4Cl)c3)c2c1
 : i | -15.3
CN(C)S(=O)(=O)c1ccc(N2CCCC2)c(C(=O)N2CCN(S(=O)(=O)c3ccc(F)cc3)CC2)c1
 : i | -26.3
O=C1Nc2ccccc2C1(O)Cc1ccncc1 (stereo not given)
 : i | 10.1
CCOC(=O)c1nnn(-c2nonc2N)c1-c1ccccc1Cl
 : i | -9.2
Cc1ccc(C(=O)N/C(=C/c2ccco2)C(=O)NC2CCS(=O)(=O)C2)cc1 (stereo not given)
 : i | -6.3
CCN(C(=N)N=C(N)N)c1ccccc1
 : i | 2.7
Cc1ccc(-c2nnn(CCC(=O)Nc3ccc4c(c3)OCO4)n2)cc1
 : i | -2.4
Cc1n[nH]c(=O)n1-c1ccc(OC(F)(F)F)cc1
 : i | -3.9
Cc1ccccc1N(CC(=O)N/N=C/c1ccc(F)cc1)C(=O)c1ccccc1
 : i | -26.1
Cc1ccc(NC(=O)CN2C(=O)CSc3ccc(S(=O)(=O)N4CCCCC4)cc32)cc1
 : i | -20.2
COCCN1C(=O)C(=O)/C(=C(/O)c2ccc(S(=O)(=O)N3CCCCC3)cc2)C1c1ccc(O)c(OC)c1 (stereo not given)
 : i | -2.6
Cc1ccc(Sc2cc(C(=O)NCCN(C)C)c3ccccc3n2)cc1
 : i | -12.8
O=C(/C=C/NNC(=O)c1cccc(Br)c1)c1ccccc1
 : i | -16.5
COC(=O)c1ccccc1NC(=O)c1cncc(Br)c1
 : i | -41.3
COc1cc(NC(=O)Cc2cccs2)ccc1-n1cnnn1
 : i | -10.9
Cc1nn(-c2ccccc2)c(N2CCCC2)c1/C=C1\N=C(c2ccc(F)cc2)OC1=O
 : i | -22.4
COc1ccc(S(=O)(=O)n2ccnc2C)c(C)c1C
 : i | -8.2
CCOC(=O)N1CCC(NC(=O)Cn2cccc2C(=O)c2ccccc2)CC1
 : i | -6.1
CCCCCn1c(Sc2nc3ccccc3s2)nc2c1c(=O)[nH]c(=O)n2C
 : i | -17.8

More structures:
The line under a structure holds: CHT allo act | OX1R antag
Cc1c(C)c2ccc(OCC(=O)c3ccccc3)cc2oc1=O
 : i | -17.6
O=C(CCS(=O)(=O)c1cc(Br)cc2c1N(C(=O)C1CC1)CC2)N1CCN(c2ccccn2)CC1
 : i | -9.2
COc1cccc(OC(=O)N2CCOCC2)c1
 : i | -13.5
COc1ccc(C)cc1S(=O)(=O)N(C)CC(=O)N1CCN(c2ccccc2)CC1
 : i | -10.3
Cc1[nH]n(-c2ncc(-c3ccccc3)s2)c(=O)c1C(c1ccc(Br)cc1)C(C#N)C#N (stereo not given)
 : i | 13.8
Cc1nc2c(C(=O)N3CCN(C)CC3)cnn2c(C)c1Cc1ccc(Cl)cc1
 : i | -33.8
O=C(Nc1cccc(OCC(=O)N2CCOCC2)c1)c1cccc(Cl)c1
 : i | -13.5
Cc1ccc(C)c(-n2c(-c3csc(C)c3C)n[nH]c2=S)c1
 : i | -42.7
CCn1nnc2cc(C(=O)N(CCOC)CC(=O)Nc3cccc(C)c3C)ccc21
 : . | -13.3
CC1CN(c2nc(N(C)c3ccccc3)nc(N)c2[N+](=O)[O-])CC(C)O1 (stereo not given)
 : i | -23.7
C=CCN1c2ccccc2[C@]23C[C@@H](C(=O)OC)N(C(=O)OCC)C2=NC(C(=O)OC)=C(C(=O)OC)[C@H]13
 : i | -31.0
COc1ccc(-n2nc3ccccc3n2)cc1
 : i | -8.9
O=C(NC1CCN(Cc2ccccc2)CC1)C1CCN(S(=O)(=O)c2cccc3nsnc23)CC1
 : i | -19.6
O=C(O)c1ccccc1SCc1nc2ccccn2c1Br
 : i | -3.6
CC(=O)Oc1c(Br)cc(N(C(C)=O)S(=O)(=O)c2ccccc2)c2ccccc12
 : i | -21.5
C[C@H]1COC(=O)[C@@H](Cc2ccc(F)cc2)CC/C=C/C[C@H](CC(=O)N(CCO)Cc2ccccc2)C(=O)N1
 : . | -2.9
CSCC[C@H](NC(=O)Cc1ccc(Cl)cc1)C(=O)N1CCC2(CC1)NCCc1[nH]cnc12
 : i | 6.6
COCCN1CCN(C(=O)c2ccc3oc(CCCc4ccccc4)nc3c2)CC1
 : i | -6.1
Cc1ccc(-c2nc3cc(N)ccc3o2)cc1
 : i | -0.8
Cc1cc(C(=O)N2CCc3ccccc3C2)no1
 : i | -19.5
COC(=O)Cn1cc([N+](=O)[O-])nc1C
 : i | -18.7
O=C(C1CCCN(Cc2ccccc2F)C1)N1CCc2ccccc2C1 (stereo not given)
 : i | -27.2
Cc1cccc(CN2CCCC(C(=O)N3CCCCC3)C2)c1 (stereo not given)
 : i | -18.6
Cc1oc(CC(C)C)cc1C(N)=O
 : i | -13.5
CC(C)(C)c1ccc(C(=O)Nc2ccccc2NC(=O)c2ccco2)cc1
 : i | -23.0
COc1ccc(-c2csc3nc(C(C)(C)C)oc(=O)c23)cc1OC
 : i | -2.1
CN(C)/C=C(\C=O)c1ncc(C(F)(F)F)cc1Cl
 : i | -26.7
COc1ccc(S(=O)(=O)N2CCN(CC(=O)c3ccc(O)c(O)c3)CC2)cc1
 : i | -2.5
COC(=O)c1cccc(NC(=S)NCc2ccc(F)cc2)c1
 : i | -5.3
CC[n+]1c(/C=C/c2ccc(OC)c(OC)c2)ccc2ccccc21
 : i | -23.2

Pulled one by one from above, 4 records:
The line under a structure holds: CHT allo act | OX1R antag
COc1ccc(-c2c[n+](CC(=O)c3ccccc3)c3n2CCCCC3)cc1
 : i | -5.3
CC1CN(c2nc(N(C)c3ccccc3)nc(N)c2[N+](=O)[O-])CC(C)O1 (stereo not given)
 : i | -23.7
Cc1[nH]n(-c2ncc(-c3ccccc3)s2)c(=O)c1C(c1ccc(Br)cc1)C(C#N)C#N (stereo not given)
 : i | 13.8
CC(C)c1ccc2[nH]c(O)c(N=NC(=O)c3cccc(S(=O)(=O)Nc4ccccc4Cl)c3)c2c1
 : i | -15.3

(continued)
The line under a structure holds: CHT allo act | OX1R antag
Cn1c(=O)c2c(-c3cccc(Br)c3)c(C#N)c(N)nc2n(C)c1=O
 : i | -5.1
CCN(c1nc(N)c(C(=O)N=C(N)N)nc1Cl)C(C)C
 : i | -1.4
CCOC(=O)CCC(=O)NNC(=O)c1ccc(NC(=O)c2ccccc2)cc1
 : i | -19.2
O=C(CCNC(=O)OCC1c2ccccc2-c2ccccc21)NOCc1ccccc1
 : . | -17.6
Cc1ccc(-c2nc(S(=O)(=O)c3ccc(C)cc3)c(N(C)C)o2)cc1
 : i | -13.6
Cc1ccc(C)c(S(=O)(=O)N2CCN(CC(=O)Nc3sccc3C#N)CC2)c1
 : i | -31.9
CCCC/C(C)=N/NC(=O)NC1CCCCC1
 : i | -1.5
Cc1ccccc1-c1nnc(NC(=O)CSc2nc3ccccc3s2)s1
 : i | -28.6
Cc1ccc(NC(=O)Nc2cccc3ccccc23)cc1
 : i | 1.3
CSc1cccc(NC(=O)CN2C(=O)COc3ccc(S(=O)(=O)N4CCOCC4)cc32)c1
 : i | -2.6
COc1ccc(CCNC(=O)COC(=O)/C=C/c2ccc(OCC#N)c(OC)c2)cc1OC
 : i | -16.6
Cc1cccc(N2CC(C(=O)NC3CCCCCC3)CC2=O)c1C (stereo not given)
 : . | -22.5
NC(=O)Nc1ccc(F)cc1
 : i | -9.0
O=C(CSc1nnc2ccc(-c3ccncc3)nn12)N1CCCCC1
 : i | -4.9
CC(C)[C@H](NS(=O)(=O)c1ccccc1F)C(=O)OCC(=O)Nc1cccc(S(N)(=O)=O)c1
 : . | -3.7
CN(c1cccc(NC(=O)c2ccc(C(C)(C)C)cc2)c1)S(C)(=O)=O
 : i | 5.3
O=[N+]([O-])c1ccc(CSc2ccc(S(=O)(=O)N3CCCCC3)cn2)cc1
 : . | -2.8
CCCCC(c1nnnn1CC1CCCO1)N1CCN(Cc2ccccc2)CC1 (stereo not given)
 : i | -40.3
CCOc1ccccc1C(=O)NCCNC(=O)c1ccccc1OCC
 : i | 64.6*
CN(C)/C=C/C(=O)c1ccc(F)cc1F
 : i | -16.6
O=C(CCc1nnc2ccc(N3CCC4(CC3)OCCO4)nn12)NCc1ccccc1Cl
 : i | -25.4
COc1ccccc1N1CCN(c2nc(N)c(C#N)c(CC#N)c2C#N)CC1
 : i | -5.0
CC(=O)NCCNS(=O)(=O)c1ccc(C)c([N+](=O)[O-])c1
 : i | -1.3
COc1ccc(S(=O)(=O)N(n2c(C)nnc2-n2nc(C)cc2C)S(=O)(=O)c2ccc(OC)cc2)cc1
 : i | 2.7
O=C(Nn1cnnc1)c1cccc(S(=O)(=O)N2CCOCC2)c1
 : i | -0.3
Cc1cccc2cc(CN(Cc3ccco3)C(=O)c3ccco3)c(=O)[nH]c12
 : i | -30.9
CC(C)n1c(O)c(N=NC(=O)CNC(=O)Cc2ccc(Cl)cc2)c2ccccc21
 : i | -24.8
Cc1ccc(SCc2[nH]nc3c2C(c2ccco2)C(C#N)=C(N)O3)cc1 (stereo not given)
 : i | -20.3
COc1ccc(N2CCN(C(=O)[C@@H](NC(=O)c3ccccc3Cl)C(C)C)CC2)cc1
 : i | -18.4
CCC(=O)NC1(C(F)(F)F)C(=O)Nc2c1c(=O)[nH]c(=O)n2Cc1ccco1 (stereo not given)
 : i | -11.9
Cc1nc(C)c(CCNC(=O)c2cccc(Cl)c2)s1
 : i | -25.8
Cc1ccccc1NC(=O)CSc1nnc(-c2ccccc2)n1-c1ccccc1
 : i | -34.8
CCCS(=O)(=O)c1c(S(=O)(=O)CCC)c2cc(-c3ccncc3)ccn2c1C(=O)OC
 : i | -34.6
NC(=NC1CCCCC1)c1ccc(Cl)cc1
 : i | -17.4
Cc1cc(N2C(=O)C(O)=C(C(=O)c3cc4ccccc4o3)C2c2ccc(OC(C)C)cc2)no1 (stereo not given)
 : i | -7.3
CC(C)(C)OC(=O)N1CCC(CNC(=O)c2ccc(F)cc2)CC1
 : i | -14.7
CC(=O)OC1CC(c2cc(C(C)(C)C)c(O)c(C(C)(C)C)c2)=NO1 (stereo not given)
 : i | -18.9
O=C(NCc1ccc(F)cc1)C(=O)NCC1CCCN1S(=O)(=O)c1ccccc1 (stereo not given)
 : i | -36.5
CC1Cc2cc(S(=O)(=O)N3CCC(C(=O)N4CCCCC4)CC3)ccc2N1C(=O)C1CC1 (stereo not given)
 : i | -18.9
O=C(/C=C/c1cn(-c2ccccc2)nc1-c1cccnc1)c1ccco1
 : i | -36.3
COc1ccc(C)cc1NC(=O)CC1COc2ccccc2O1 (stereo not given)
 : i | -22.9
Cc1ccc(S(=O)(=O)n2ccnc2)cc1C
 : i | -9.5
